NALP3 yeast inh: inhibitors of NALP3 inflammasome in yeast; Yeast reconstituted NLRP3/ASC/caspase-1, beta-gal luminescence, 24 h; inhibition, % at 10 µM; hit rate 0.39% among 330,000;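 active means inhibition of 50% or more; inactive means inhibition below 50%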;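 further: plate controls were induced DMSO wells for no effect and uninduced yeast grown without galactose for full effect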
APOBEC3A inh: inhibitors of human APOBEC3A DNA deaminase; hit rate 0.41% among 330,000; P31941; recombinant A3A, FAM/TAMRA ssDNA deamination fluorescence; inhibition, % at 20 µM;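 active means at least 40% inhibition at 20 µM here, with at most 30% in a related deaminase screen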;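 further: plate controls were A3A with DMSO for no effect and wells lacking A3A enzyme for full effect; some results filed as inactive read as strong as hits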
MIN6 prolif: induces beta-cell replication in MIN6 cells; MIN6 cells proliferation, ATPlite luminescence, 48 h; cells starved in 0.2% serum; 100% = growth in 10% serum; proliferation, % at 10 µM; hit rate 0.29% among 330,000; AID 2380;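 active means compounds whose signal lies at least 3.5 SD above the mean of all wells on their plate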;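 further: 0% = DMSO-treated cells in low-serum medium and 100% = 10% serum control; some compounds called inactive have numbers as strong as hits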
APOBEC3G inh: inhibitors of human APOBEC3G DNA deaminase | Q9HC16 | recombinant A3G, ssDNA deamination FAM/TAMRA fluorescence | inhibition, % at 20 µM | hit rate 0.28% among 330,000 | AID 493012;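 active means inhibition of at least 40% at 20 µM, with no more than 30% in the related APOBEC3A deaminase screen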;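 further: plate controls were DMSO wells with A3G for no effect and wells lacking A3G enzyme for full effect; some compounds called inactive have numbers as strong as hits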
Target sequence (Q9HC16 whole entry, looked up): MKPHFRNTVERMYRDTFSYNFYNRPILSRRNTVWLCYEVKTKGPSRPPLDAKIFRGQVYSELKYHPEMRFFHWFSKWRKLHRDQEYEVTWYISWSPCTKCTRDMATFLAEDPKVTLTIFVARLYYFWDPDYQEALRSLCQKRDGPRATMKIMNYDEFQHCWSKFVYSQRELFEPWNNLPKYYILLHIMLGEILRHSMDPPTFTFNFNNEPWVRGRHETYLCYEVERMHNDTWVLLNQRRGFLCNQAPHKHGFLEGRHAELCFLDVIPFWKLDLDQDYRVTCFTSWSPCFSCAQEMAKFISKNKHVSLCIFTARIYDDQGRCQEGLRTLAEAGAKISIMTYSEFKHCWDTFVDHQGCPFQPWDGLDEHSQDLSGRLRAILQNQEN
TIM10 inh: inhibits growth of TIM10 yeast strain; inhibition, % at 10 µM; hit rate 1.4% among 330,000; S. cerevisiae TIM10 strain growth, BacTiter-Glo luminescence, 24 h;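 active means inhibition of 40% or more at the single tested concentration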;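 further: wild-type TIM10 isogenic control strain grown at permissive 25 °C; 0% = DMSO yeast wells and 100% = minimal medium wells without yeast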
tim10-1 inh: growth inhibitors of tim10-1 mutant yeast; S. cerevisiae tim10-1 ts strain growth, BacTiter-Glo, 24 h; inhibition, % at 20 µM; hit rate 2.2% among 330,000;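 active means inhibition of at least 40%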;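 further: mutant grown at 25 °C; 0% = DMSO wells with yeast and 100% = wells holding no yeast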
hIAP inh: human IAP inhibition; P09923; purified IAP, CDP-Star luminescence, 30 min; inhibition, % at 10 µM; hit rate 0.12% among 330,000;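 active means inhibition reaching a set limit with compound at 10 µM in the primary screen, cut at about 35% in these data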;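 further: plate controls were DMSO wells with enzyme for no effect and no-enzyme buffer wells for full effect; values of inactives mirror those of a sister screen read the other way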
Target sequence (P09923 whole entry, looked up): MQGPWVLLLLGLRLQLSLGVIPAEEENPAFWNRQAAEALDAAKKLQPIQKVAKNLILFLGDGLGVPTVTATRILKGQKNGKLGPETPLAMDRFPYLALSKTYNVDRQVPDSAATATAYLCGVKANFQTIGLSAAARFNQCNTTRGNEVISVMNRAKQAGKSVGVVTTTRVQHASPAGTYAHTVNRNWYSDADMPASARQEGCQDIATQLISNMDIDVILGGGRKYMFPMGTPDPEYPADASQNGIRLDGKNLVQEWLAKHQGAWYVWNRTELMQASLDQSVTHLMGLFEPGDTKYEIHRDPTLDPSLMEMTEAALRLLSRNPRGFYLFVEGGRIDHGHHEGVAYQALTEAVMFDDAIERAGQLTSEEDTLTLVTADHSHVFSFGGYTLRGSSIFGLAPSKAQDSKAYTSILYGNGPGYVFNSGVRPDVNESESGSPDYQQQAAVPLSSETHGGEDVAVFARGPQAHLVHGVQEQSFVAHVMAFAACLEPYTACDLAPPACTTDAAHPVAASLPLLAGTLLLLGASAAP
mIAP inh: blocks mouse intestinal alkaline phosphatase; inhibition, % at 10 µM; hit rate 0.2% among 330,000; purified mouse IAP, CDP-Star luminescence, 30 min;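 active means inhibition of at least 40% at 10 µM in the primary screen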;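 further: plate controls were DMSO with enzyme for no effect and no enzyme wells for full effect; values of inactives mirror those of a sister screen read the other way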
mIAP activ: increases mouse intestinal alkaline phosphatase activity | activation factor at 10 µM | hit rate 0.24% among 330,000 | muIAP, CDP-Star luminescence, 30 min; active compounds read high; 1 = vehicle-only enzyme signal, 0 = enzyme-free wells;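 active means activation factor of at least 2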; further: the source names both 10 and 20 µM as test concentration; values of inactives mirror those of a sister screen read the other way
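Assay system: mouse IAP enzyme; reagent: chemiluminescent substrate CDP-Star; dosing: test compounds delivered from DMSO solution; schedule: 30 min at room temperature; measured by: luminescence from enzymatic CDP-Star hydrolysis; controls: DMSO-only wells and no-enzyme negative control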
* hit, by the source's call.

SMILES | NALP3 yeast inh | APOBEC3A inh | MIN6 prolif | APOBEC3G inh | TIM10 inh | tim10-1 inh | hIAP inh | mIAP inh | mIAP activ
O=C1c2ccccc2C(=O)N1CCc1ccccn1 | -1 | 2 | -2 | -4 | -1 | 4 | 14 | 2 | 0.97
CCOC(=O)c1cc(C#N)c(SCC(=O)c2cc(C#N)c(SC)nc2C)[nH]c1=O | 20 | 2 | 0 | 43* | -12 | 6 | 1 | 4 | 0.96
O=C(CN1C(=O)CC(c2ccccc2)S(=O)(=O)c2ccccc21)N1CCCC1 (stereo not drawn) | 10 | -5 | 0 | -14 | -9 | -5 | 5 | -19 | 1.2
Cn1cnnc1Sc1ccc(/C=C/C(=O)c2ccc(O)cc2)cc1[N+](=O)[O-] | 5 | -1 | -6 | -3 | 24 | 25 | 2 | 8 | 0.92
O=C(NCCc1ccccc1)C1CCC(=O)N(CCCN2CCCC2=O)C1 (stereo not drawn) | 11 | -2 | -2 | -4 | 1 | 7 | -21 | -1 | 1
CCOC(=O)N1CCC(NC(=O)C2CCCN(S(C)(=O)=O)C2)CC1 (stereo not drawn) | 23 | 0 | -3 | 4 | -5 | -12 | 1 | -4 | 1
COc1ccccc1C1C=C(c2ccccc2)Nc2nnnn21 (stereo not drawn) | 5 | 1 | -5 | -3 | 13 | 34 | 14 | 1 | 0.99
COc1ccccc1CN(C)C(=O)c1cccc(S(=O)(=O)N2CCCc3ccccc32)c1 | 12 | -6 | -3 | -9 | 18 | 24 | 13 | 6 | 0.94
O=C(Cc1ccccc1)NNC(=O)c1ccc(Br)o1 | 15 | -2 | 0 | -4 | -3 | -12 | -11 | 10 | 0.9
CC(=O)N1N=C(c2ccncc2)CC1c1ccccc1O (stereo not drawn) | 9 | 7 | 1 | -6 | -5 | 19 | 0 | -5 | 1.1
Cc1ccc(C2CC(=O)Oc3cc(O)ccc32)cc1 (stereo not drawn) | 3 | -6 | -2 | -14 | 5 | 25 | -13 | -14 | 1.1
O=C(O)c1ccc(/C=N/NC(=O)C2CC2(c2ccccc2)c2ccccc2)cc1 (stereo not drawn) | 4 | -1 | -1 | -5 | -3 | 12 | -28 | 7 | 0.93
O=C(CSC1=Nc2ccccc2C2=NC(CC(=O)NCc3ccco3)C(=O)N12)NCc1ccco1 (stereo not drawn) | 5 | 10 | -3 | -2 | -5 | 4 | 0 | 22 | 0.79
COC(=O)c1c(NC(=O)CN2CCOCC2)sc2c1CCC(C)C2 (stereo not drawn) | 13 | -1 | -1 | -10 | -5 | -8 | 6 | 9 | 0.91
COC(=O)C(C(=O)OC)C(C[N+](=O)[O-])c1ccc(OC)c(OC)c1 (stereo not drawn) | 12 | -2 | 0 | -6 | 1 | -1 | -6 | 12 | 0.88
O=C(NN1C(=O)c2ccccc2C1=O)c1ccc2c(c1)C(=O)N(CC1CCCO1)C2=O (stereo not drawn) | 3 | -4 | -3 | -8 | -7 | -14 | -4 | -7 | 1.1
COc1ccc2[nH]cc(C3N4CC5(C)CN3CC(C)(C4)C5=O)c2c1 (stereo not drawn) | 5 | -2 | -4 | -6 | 1 | 3 | -7 | -3 | 1
O=[N+]([O-])c1cc(-c2cnc3ccccc3n2)ccc1Oc1ccc(Cl)cc1 | 10 | -2 | -1 | -5 | 3 | 1 | 4 | 5 | 0.95
C=CCNC(=O)C1CCC(=O)N1S(=O)(=O)c1ccc(C)cc1 (stereo not drawn) | 14 | -1 | -2 | -2 | 3 | -10 | -6 | 2 | 0.97
NS(=O)(=O)c1cccnc1Nc1cccc(Cl)c1Cl | 5 | -5 | -3 | -6 | 24 | 29 | 2 | 18 | 0.82
O=C(NC(=S)NNC(=O)c1cnccn1)c1ccc(F)cc1 | 15 | -1 | -4 | -5 | 3 | -31 | -92 | 25 | 0.75
CCN1CCN(c2cc(C)c3cc(NC(=O)c4ccc(Br)o4)ccc3n2)CC1 | 8 | 2 | -4 | 2 | 0 | 1 | 2 | 5 | 0.95
Cc1cc(C)c(S(C)(=O)=O)c(Oc2cccc(C(F)(F)F)c2)n1 | 4 | 4 | -1 | -4 | 1 | 0 | -5 | -2 | 1
CC(=O)O[C@@H]1[C@@H](OC(C)=O)[C@H](n2ccc3cc([N+](=O)[O-])ccc32)OC[C@@H]1OC(C)=O | 2 | 2 | -3 | -3 | -9 | 7 | -3 | -2 | 1
CC(=O)Nc1ccc(S(=O)(=O)NCCC(=O)Nc2cccc(Cl)c2)cc1 | -4 | -2 | -3 | -4 | 5 | 8 | -12 | -6 | 1.1
CC(Oc1ccc(Br)cc1)C(=O)NCC1(N2CCCCC2)CCCCC1 (stereo not drawn) | 11 | 0 | -3 | -6 | 4 | -3 | 12 | -4 | 1
O=C1C(CSCc2ccccc2)NC(=S)N1c1ccccc1 (stereo not drawn) | 17 | -1 | -6 | -4 | 24 | 24 | 4 | 9 | 0.91
O=C(NCCOc1ccccc1)c1ncn[nH]1 | 24 | 76* | -1 | 21 | -14 | -2 | 1 | 3 | 0.97
O=Cc1cn(CC(=O)N2CCCCC2)c2ccccc12 | -6 | -1 | 0 | -9 | -4 | 13 | -2 | 9 | 0.91
COc1cccc(-n2nnnc2SCC(=O)Nc2cccc(NC(C)=O)c2)c1 | 4 | -4 | 0 | -6 | -15 | -11 | -12 | -7 | 1.1
FC(F)Sc1ccc(-n2c(-c3ccc(Cl)cc3)c[n+]3c2CCC3)cc1 | 1 | 2 | -5 | 1 | -15 | -18 | 4 | 8 | 0.92
COc1ccc(NC(=O)CSc2nc3c(c(=O)n2-c2ccc(F)cc2)SCC3)c(OC)c1 | 18 | -8 | 3 | -9 | 16 | 16 | -7 | 3 | 0.97
CCN(CC(=O)Nc1c(F)cccc1F)C(=O)Cc1sc(C)nc1-c1ccc(F)cc1 | 5 | -3 | -2 | 16 | 11 | 13 | -5 | 10 | 0.9
Cc1ccc[n+](CC(=O)c2ccc(NC(=O)c3ccccc3)cc2)c1C | 9 | -2 | -1 | -8 | -5 | -19 | 10 | -5 | 1
COc1ccccc1CCNC(=O)CSc1nc(=O)[nH]c2c1CCC2 | 21 | -2 | 4 | -9 | 8 | -1 | 10 | 7 | 0.93
O=C(COC(=O)c1ccc(OC(F)(F)F)cc1)NCCN1C(=O)CSC1=O | -9 | -5 | 1 | -8 | 3 | 8 | 6 | 2 | 0.98
CC1CCN(c2c(NCC3CCC(C(=O)N4CCCCC4)CC3)c(=O)c2=O)CC1 (stereo not drawn) | -3 | -1 | -2 | 1 | -3 | 0 | 25 | 7 | 0.93
COC(=O)c1ccccc1NC(=O)c1ccccc1N(C)S(=O)(=O)c1ccccc1 | -4 | 3 | 0 | -1 | 8 | 21 | 1 | 14 | 0.86
CCON1C(=O)CN(C(=O)OC)C1c1ccc(Cl)cc1Cl (stereo not drawn) | 24 | -4 | -1 | -5 | 0 | 9 | 7 | -2 | 1
COc1cc2c(cc1OC)CN(C(=O)C1CCN(S(=O)(=O)c3ccccc3F)CC1)CC2 | 4 | 1 | 0 | -2 | 0 | 12 | -27 | 0 | 1

Sorted by the number under APOBEC3A inh (highest first): some entries from above.
Compound	APOBEC3A inh
COC(=O)c1ccccc1NC(=O)c1ccccc1N(C)S(=O)(=O)c1ccccc1	3
O=C1C(CSCc2ccccc2)NC(=S)N1c1ccccc1 (stereo not drawn)	-1
Cc1ccc[n+](CC(=O)c2ccc(NC(=O)c3ccccc3)cc2)c1C	-2
CCN(CC(=O)Nc1c(F)cccc1F)C(=O)Cc1sc(C)nc1-c1ccc(F)cc1	-3
COc1ccc(NC(=O)CSc2nc3c(c(=O)n2-c2ccc(F)cc2)SCC3)c(OC)c1	-8

The results go on.
SMILES | NALP3 yeast inh | APOBEC3A inh | MIN6 prolif | APOBEC3G inh | TIM10 inh | tim10-1 inh | hIAP inh | mIAP inh | mIAP activ
Cc1cc(C(=O)CSc2nnc(-c3cccc(F)c3)n2N)c(C)n1Cc1ccc2c(c1)OCO2 | 9 | -8 | -4 | -8 | 15 | 8 | -5 | 3 | 0.97
NCCCC(=O)N1c2ccccc2Sc2ccc(Cl)cc21 | 28 | -2 | -2 | -4 | -5 | 12 | 13 | 2 | 0.98
COc1ccc(Oc2ccccc2C#N)cc1 | 12 | 2 | -1 | 2 | 0 | -1 | -2 | 7 | 0.93
CCc1ccc(-n2c(Cn3nc(C(F)(F)F)cc3C)n[nH]c2=S)cc1 | 2 | 3 | -1 | 5 | 1 | 18 | 3 | -1 | 1
O=C(NC(=S)NNC(=O)c1ccccc1O)c1ccc(F)cc1 | 50* | 0 | -3 | -1 | 27 | -6 | -108 | 31 | 0.69
CC(=O)c1sc(Nc2nc(C)cc(C)n2)nc1C | 33 | 1 | -3 | 4 | 7 | 22 | 0 | -2 | 1
Cc1ccc(S(=O)(=O)NC(C)C(=O)OCC(=O)N(C)c2ccccc2)cc1 (stereo not drawn) | -9 | -5 | 0 | -6 | 1 | 21 | 0 | 0 | 1
COc1ccc(-c2noc(CSc3nnc(Cc4ccccc4)n3-c3ccc(Cl)cc3)n2)cc1 | 12 | 6 | -6 | 0 | 39 | 35 | -9 | -2 | 1
CC(=O)NC(CC(=O)NCCN1C(=O)S/C(=C\c2ccccc2)C1=O)c1ccccc1 (stereo not drawn) | -16 | 24 | 0 | -5 | -29 | -13 | 12 | 3 | 0.97
COc1ccc(N(C(=O)c2ccco2)C(C(=O)NC2CCCC2)c2ccc(N3CCOCC3)cc2)c(OC)c1 (stereo not drawn) | 8 | 0 | -2 | -5 | -12 | 21 | 0 | -8 | 1.1
CC(C)CC1NC(=O)c2ccccc2-n2c1nc1ccccc1c2=O (stereo not drawn) | 13 | -3 | -1 | -11 | 4 | 15 | 15 | -4 | 1
CC(C)c1nnc(NC(=O)CCC(=O)NC2CC2)s1 | 21 | 5 | -2 | 17 | 1 | -9 | 8 | -6 | 1.1
Cc1ccc2[nH]c(-c3ccccc3)cc(=O)c2c1 | 33 | 7 | -8 | 23 | 12 | -9 | 5 | -16 | 1.2
O=C(CN(CC1CCCO1)C(=O)CNS(=O)(=O)c1ccc(F)cc1)NCCc1ccccc1 (stereo not drawn) | 21 | -2 | -3 | -9 | -4 | 2 | 6 | 4 | 0.96
CC1Cc2ccccc2N1C(=S)Nc1ccc(S(N)(=O)=O)cc1 (stereo not drawn) | 11 | 2 | -4 | 1 | 12 | -3 | 5 | 6 | 0.94
Cc1nn(C)cc1-c1n[nH]c(=S)n1-c1ccc(Cl)cc1 | 12 | 1 | -2 | 39 | -4 | -1 | -9 | -3 | 1
O=C(Nc1nc(-c2ccc3c(c2)OCCO3)cs1)C1CCCC1 | 25 | 29 | -2 | 6 | 12 | -4 | -7 | 6 | 0.94
CC(=O)c1sc(NC(=O)COc2ccc([N+](=O)[O-])cc2)nc1C | 9 | 2 | 0 | 0 | -36 | -39 | 4 | -15 | 1.1

Whole records as entered above. Order of values: NALP3 yeast inh	APOBEC3A inh	MIN6 prolif	APOBEC3G inh	TIM10 inh	tim10-1 inh	hIAP inh	mIAP inh	mIAP activ
`COc1ccc(Oc2ccccc2C#N)cc1` reads 12	2	-1	2	0	-1	-2	7	0.93
`O=C(NC(=S)NNC(=O)c1ccccc1O)c1ccc(F)cc1` reads 50*	0	-3	-1	27	-6	-108	31	0.69

Screening data (PubChem BioAssay)
